Screens: PubChem, several laboratories
RmlC RmlD mix: mixture blocks RmlC and RmlD coupled enzyme activity. RmlC/RmlD coupled enzyme inhibition, 384-well mixture HTS. inhibition, % at 5.5 µM. 0.39% of 110,000 active; in the data active = inhibition above about 30%, passing the limit was not always enough; inconclusive = no clear call, values can overlap the other calls; also: strong numbers were not always called active
RT RNaseH block: blocks HIV-1 RNase H cleavage of RNA/DNA duplex. P04585. RT-RNase H RNA/DNA duplex cleavage, fluorescence. inhibition, % at 10 µM. 1.9% of 65,000 active. AID 565; in the data active = inhibition above about 50%
* hit, by the source's call; ? = inconclusive; · = no result given. A portion of the library (hit frequency here may not be typical).

Each structure is followed by: RmlC RmlD mix	RT RNaseH block
O=C(c1cc2ncc(Br)cn2n1)N1CCN(C(=O)c2ccco2)CC1
  -6.8	4.6
Nc1ccc(O)c(C(=O)O)c1
  -2.3	·
O=C(CN1C(=O)COc2ccccc21)N1CCCc2ccccc21
  -15.6	-9.4
CCOC(=O)C1CN(S(=O)(=O)c2ccccc2)CCN1S(=O)(=O)c1ccccc1 (stereo unspecified)
  7.1	·
CCCCCOC(=O)CSc1nnc(-c2ccccc2)c(=O)[nH]1
  -5.6	6.2
COc1ccc(CCNC(=O)c2cc3c(=O)n4cccc(C)c4nc3n(Cc3ccncc3)c2=N)cc1
  ·	-1.8
CCOC(=O)Nc1ccc2c(c1)N(C(=O)CCN1CCOCC1)c1ccccc1S2=O (stereo unspecified)
  -8.6	-8.0
Nc1nc(NC(=O)c2ccco2)nn1-c1ccccc1
  4.9	2.3
COc1cc(C2NC(=O)C(C#N)=C(S)N2c2ccc(C)cc2)ccc1OC(C)C (stereo unspecified)
  7.1	·
CN(C1CCCCC1)S(=O)(=O)c1ccc(NC(=O)c2ccc(Br)o2)cc1
  7.9	14.3
Cc1ccc(NC(=O)Nc2cccs2)nc1
  0.7	·
NC(=O)Cc1cn(-c2ncc(C(F)(F)F)cc2Cl)c2ccccc12
  -8.3	·
O=C(COC(=O)CCNS(=O)(=O)c1ccc2c(c1)OCCO2)NC1CCCc2ccccc21 (stereo unspecified)
  -4.6	-9.6
COc1ccc(-c2nn(C)c(=O)c3ccccc23)cc1NC(=O)Cn1nc(C)c2ccccc2c1=O
  -5.1	2.6
CCOC(=O)c1ccc(Nc2cc(C)nc(N3CCOCC3)n2)cc1
  17.8	-4.7
O=C(COC(=O)c1ccccn1)Nc1cccc(Cl)c1Cl
  ·	0.9
O=[N+]([O-])c1cccc(-c2ccc(/C=N/NC(=S)Nc3ccccc3)o2)c1
  -9.1	·
CCOc1cc(S(=O)(=O)NCc2cccs2)ccc1Cl
  -9.9	-17.8
c1ccc(CCn2nnnc2CN2CCCc3ccccc32)cc1
  -0.5	2.1
COc1cccc(OC(C)c2ccnc3nc(/N=C/N(C)C)nn23)c1 (stereo unspecified)
  ?	·
CCOc1ccc2[nH]c(=O)c(CN(Cc3nnnn3Cc3ccco3)C3CCCCC3)cc2c1
  -5.8	7.1
CCOC(=O)COc1ccc(S(=O)(=O)N2CCN(C(=O)OCC)CC2)cc1
  3.0	-4.3
CCOC(=O)C1CCCN(C(=O)Cn2nc(CC)n3c(cc4sccc43)c2=O)C1 (stereo unspecified)
  13.7	-9.6
Cn1c(SCC(=O)C(C)(C)C)nnc1-c1ccncc1
  -12.9	·
CN(C(=O)CSc1nnc(Nc2ccccc2)s1)c1c(N)n(Cc2ccccc2)c(=O)[nH]c1=O
  12.3	·
COC(=O)c1ccccc1NC(=O)C1CC(=O)N(c2ccc(C)c(C)c2)C1 (stereo unspecified)
  -38.6	·
N#Cc1c(NC(=O)CN2CCCCC2)sc2c1CCC2
  3.1	2.7
O=C(CSc1nnc(COc2ccccc2)n1Cc1ccco1)Nc1ccc2c(c1)OCCO2
  -16.8	-30.5
O=c1[nH]cnc2scc(-c3ccccc3)c12
  -9.4	·
CCCCOC(=O)c1ccc(N2C(=O)CC(N3CCN(C/C=C/c4ccccc4)CC3)C2=O)cc1 (stereo unspecified)
  -10.0	7.8

In the list so far, these have a cyano group.
Each structure is followed by: RmlC RmlD mix	RT RNaseH block
COc1cc(C2NC(=O)C(C#N)=C(S)N2c2ccc(C)cc2)ccc1OC(C)C (stereo unspecified)
  7.1	·
N#Cc1c(NC(=O)CN2CCCCC2)sc2c1CCC2
  3.1	2.7

Going on with the list.
Each structure is followed by: RmlC RmlD mix	RT RNaseH block
CN(Cc1cnc2nc(N)nc(N)c2n1)c1ccc(C(=O)N[C@@H](CCC(=O)O)C(=O)O)cc1
  5.5	·
N#Cc1c(N)sc(=S)c2c1CCN(Cc1ccccc1)C2
  118.7*	66.0*
COc1nc(NCc2cccnc2)nc(OC)n1
  -13.3	-4.6
O=C1c2ccccc2NC(c2ccccc2)N1/N=C/c1ccccc1 (stereo unspecified)
  9.5	·
COc1ccc(-c2cc(-c3cccs3)c(C#N)c(SCC(=O)NCc3ccccc3)n2)cc1
  -26.9	·
COc1cc(OC)c(S(=O)(=O)NCc2ccco2)cc1S(=O)(=O)NCc1ccco1
  ·	-7.3
Cc1cc(C)nc(N2C(=O)CC(C(=O)O)NC2=NCCc2c[nH]c3ccccc23)n1 (stereo unspecified)
  ·	-7.3
CCOC(=O)C1=C(C)NC(SCC(N)=O)=C(C#N)C1c1cccs1 (stereo unspecified)
  -11.4	·
Fc1ccc(Nc2nc(N3CCOCC3)c3ccccc3n2)cc1
  -11.5	-12.6
COc1nc(Oc2ccc(=O)n(C)n2)nc(N(C)C)n1
  6.0	-7.8
O=C(Nc1ccc2c(c1)OCO2)NC1CCN(Cc2ccccc2)CC1
  -5.2	-1.8
Brc1ccc(-c2nnc(-c3ccco3)o2)cc1
  ·	-21.2
CC(C)(C)C1CCc2onc(C(=O)NCc3ccc(F)cc3)c2C1 (stereo unspecified)
  ·	-26.4
Cc1ccc(S(=O)(=O)c2c(C)cc(C)nc2Oc2cccc(C)c2C)cc1
  8.6	·
CCC(CC)C(=O)NCCc1ccc(F)cc1
  6.9	·

Given bar-delimited: entries from further up
canonical_smiles | RmlC RmlD mix | RT RNaseH block
COc1cc(OC)c(S(=O)(=O)NCc2ccco2)cc1S(=O)(=O)NCc1ccco1 | · | -7.3
N#Cc1c(N)sc(=S)c2c1CCN(Cc1ccccc1)C2 | 118.7* | 66.0*
CCC(CC)C(=O)NCCc1ccc(F)cc1 | 6.9 | ·
Cc1cc(C)nc(N2C(=O)CC(C(=O)O)NC2=NCCc2c[nH]c3ccccc23)n1 (stereo unspecified) | · | -7.3
Cc1ccc(S(=O)(=O)c2c(C)cc(C)nc2Oc2cccc(C)c2C)cc1 | 8.6 | ·

The list continues:
Each structure is followed by: RmlC RmlD mix	RT RNaseH block
COc1ccccc1NC(=O)CSC1CC(=O)N(c2ccc3c(c2)OCO3)C1=O (stereo unspecified)
  12.3	10.4
CCC(C)(C)n1nnnc1C(C(C)C)N1CCN(C)CC1 (stereo unspecified)
  -9.3	-14.7
Cc1ccc(S(=O)(=O)c2ccc(Cl)cc2)cc1S(=O)(=O)N1CCN(C)CC1
  11.1	·
CC(C)C(=O)N1CCN(c2ccccc2NC(=O)c2cccc(Cl)c2)CC1
  3.9	·
CC1Cn2c(nc3sc4c(c3c2=O)CCC4)N1CCO (stereo unspecified)
  -8.6	-11.8
CCn1c(SCc2ccc(C(=O)OC)o2)nc2sc3c(c2c1=O)CCCC3
  12.5	-6.8
O=S(=O)(c1cccs1)N1CCc2ccccc2C1
  -7.3	-82.7
O=S(=O)(c1ccc(F)cc1)n1ccc(-c2cccc(OCc3ccc(Cl)cc3Cl)c2)n1
  0.6	·
C/C=C(\C)C(=O)N1CC2(CC(c3cccc(NC(=O)CC(c4ccccc4)c4ccccc4)c3)=NO2)C[C@H]1C(N)=O (stereo partly specified)
  -2.7	·
COc1ccc(C(CC(=O)O)NC(=O)Cc2ccccc2)cc1 (stereo unspecified)
  2.7	-1.0
C=C(C)Cn1c(NCCC)nc2c1c(=O)n(C)c(=O)n2C
  ·	-2.5
O=C(C1=C(O)C(=O)N(CCc2ccccc2)C1c1cccnc1)c1ccco1 (stereo unspecified)
  0.0	1.5
O=C(NCc1ccc2c(c1)OCO2)c1cc(-c2ccccc2)nn1CC1CC(c2cccnc2)=NO1 (stereo unspecified)
  7.0	·
O=C1CSC(c2ccccn2)N1c1ccccc1 (stereo unspecified)
  -10.3	1.6
CCCN1C=CC(=C/C=C(\C#N)C(=O)OCC)C=C1
  19.9	·

Exported with bars between the fields: entries from further up
smiles | RmlC RmlD mix | RT RNaseH block
N#Cc1c(NC(=O)CN2CCCCC2)sc2c1CCC2 | 3.1 | 2.7
O=C(CSc1nnc(COc2ccccc2)n1Cc1ccco1)Nc1ccc2c(c1)OCCO2 | -16.8 | -30.5
O=c1[nH]cnc2scc(-c3ccccc3)c12 | -9.4 | ·
CCCCOC(=O)c1ccc(N2C(=O)CC(N3CCN(C/C=C/c4ccccc4)CC3)C2=O)cc1 (stereo unspecified) | -10.0 | 7.8
CN(Cc1cnc2nc(N)nc(N)c2n1)c1ccc(C(=O)N[C@@H](CCC(=O)O)C(=O)O)cc1 | 5.5 | ·
N#Cc1c(N)sc(=S)c2c1CCN(Cc1ccccc1)C2 | 118.7* | 66.0*

Carrying on:
Each structure is followed by: RmlC RmlD mix	RT RNaseH block
CCCN(CCC)S(=O)(=O)c1ccc(NC(=O)c2cc(C(=O)OC)cc([N+](=O)[O-])c2)cc1
  -23.0	·
O=c1oc2ccccc2cc1-c1csc(NN=C2CCCCC2)n1
  6.8	·
Cc1cccc(NC(=O)CSc2nc3c(c(=O)[nH]2)CCCC3)c1C
  5.8	·
C=CCSc1nc2c(c(=O)[nH]1)C(C(C)C)C(C#N)=C(N)O2 (stereo unspecified)
  0.5	1.9
CCCc1nc(NCc2ccco2)c(C#N)c2c1COC(C)(C)C2
  2.2	-4.4
O=C(CSc1nc(-c2ccccc2)cc(=O)[nH]1)NCc1ccc2c(c1)OCO2
  -10.6	-3.6
O=C(c1cc(-c2cccnc2)nc2ccc(Cl)cc12)N1CCC2(CC1)OCCO2
  -16.6	-7.2
COc1ccc(N2CC(C(=O)NCCc3ccc(OC)c(OC)c3)CC2=O)cc1 (stereo unspecified)
  -5.6	-23.6
Cc1ccc(OCc2nnc(SCC(=O)NC3CCCCC3)n2C)cc1
  1.5	-1.1
Cc1ccc(S(=O)(=O)/N=C(/Nc2nc(C)cc(C)n2)N2CCOCC2)cc1
  12.9	-10.2
COc1ccc(-c2ccc(-c3noc(C(C)C)n3)c(OC)n2)cc1
  -41.4	-0.3
O=C(NCCCCNC(=O)c1cccnc1)c1cccnc1
  -5.3	-0.1
CCCNS(=O)(=O)c1ccc(OCC(=O)NCc2ccco2)cc1
  9.3	-4.5
CCCCN1CCC(O)(c2ccccc2)C(C(=O)c2ccccc2)C1 (stereo unspecified)
  3.9	·
CCN=c1scc(-c2ccc3c(c2)NC(=O)CO3)n1N=C1CCCC1
  4.6	23.2
O=C(NCCCN1CCOCC1)c1ccc(Cl)s1
  8.7	·
CCOC(=O)C[C@H]1c2cc(F)ccc2S(=O)(=O)N1c1ccccc1
  4.0	·
CC1CCc2nc(N)c(C#N)c(-c3cccnc3)c2C1 (stereo unspecified)
  11.2	-28.2
CN(Cc1ccccc1)Cc1c(F)cccc1F
  3.7	-8.2
CS(=O)(=O)N(CC(=O)N1CCOCC1)c1ccc2c3c(cccc13)CC2
  5.6	-7.0
CCc1ccc(N(CC(=O)NC2CCCCC2)S(=O)(=O)c2c(C)noc2C)cc1
  -7.6	-6.0
CSc1nnc2c(n1)OC(C)=Nc1ccccc1-2
  -6.2	-12.4
COc1ccc(OC)c(NC(=O)CSc2nnc(CNC(=O)COc3ccc(Cl)cc3)o2)c1
  4.5	2.1
O=C1NC(c2ccccc2)(C(F)(F)F)C(=O)N1Cc1cccnc1 (stereo unspecified)
  -1.5	-27.7
COC(=O)c1ccc(NC(=O)CNC(=O)C2CCCCC2)cc1
  -148.5	-4.2
CC(=O)Nc1cc(C(=O)N2CCC3(CC2)OCCO3)ccc1S(=O)(=O)c1ccc(Cl)cc1
  -6.7	·
O=C(CN1CCCCC1)Nc1cccc(Cl)c1Cl
  -8.3	-29.3
O=C(CN1CCN(c2ccccc2)CC1)Nc1ccc(-n2cnnn2)cc1
  6.4	-11.8
COc1ccc(OC)c2c1sc(=NC(=O)C(C)(C)C)n2C
  ·	21.5
COC(=O)c1sc(NC(C)=O)c(C(=O)OC)c1C
  0.7	57.7*
COc1ccc(/C(O)=C2\C(=O)C(=O)N(Cc3ccco3)C2c2ccc(OC)cc2OC)cc1 (stereo unspecified)
  -28.8	·
Cc1ccc(S(=O)(=O)c2cccc(S(=O)(=O)N3CCOCC3)c2)cc1S(=O)(=O)N1CCOCC1
  -9.2	·
CCOC(=O)N1CCN(CC(O)COCCC23CC4CC(CC(C4)C2)C3)CC1 (stereo unspecified)
  4.9	·
CCc1nc(Nc2ccc(OC)c(OC)c2)c2nnn(Cc3ccccc3Cl)c2n1
  -2.1	·
Cc1cccc(NC(=O)c2cccs2)n1
  -25.9	-9.5
Cc1nc2cc(N3CCN(C)CC3)c(NC(=O)Cc3ccccc3)cc2c(=O)n1Cc1ccccc1
  -3.0	-2.5
COc1ccc2cc1Oc1ccc(cc1)C[C@H]1c3c(cc4c(c3Oc3cc5c(cc3OC)CCN(C)[C@@H]5C2)OCO4)CCN1C
  2.6	·

Shown as labelled records: entries from further up
COc1ccc(/C(O)=C2\C(=O)C(=O)N(Cc3ccco3)C2c2ccc(OC)cc2OC)cc1 (stereo unspecified)
  RmlC RmlD mix: -28.8
  RT RNaseH block: ·
Cc1ccc(S(=O)(=O)c2cccc(S(=O)(=O)N3CCOCC3)c2)cc1S(=O)(=O)N1CCOCC1
  RmlC RmlD mix: -9.2
  RT RNaseH block: ·
